# IDH1 R132H inh – inhibitors of human mutant IDH1 R132H. IDH1-R132H enzyme, NADPH consumption, diaphorase/resazurin fluorescence. Potency, µM (doses to about 76.6 µM), for inactives: at the top dose activity change, negative = inhibition, most hits filed as inhibitors. 390,000 compounds, 0.093% hits. O75874; note: potency is the fitted concentration of half-maximal effect; % is set by controls: 0 for no effect and ±100 for the full control effect; nearly all actives have a fitted effect of over 65% in size
# Target sequence (O75874 whole entry R132H, stated change not applied): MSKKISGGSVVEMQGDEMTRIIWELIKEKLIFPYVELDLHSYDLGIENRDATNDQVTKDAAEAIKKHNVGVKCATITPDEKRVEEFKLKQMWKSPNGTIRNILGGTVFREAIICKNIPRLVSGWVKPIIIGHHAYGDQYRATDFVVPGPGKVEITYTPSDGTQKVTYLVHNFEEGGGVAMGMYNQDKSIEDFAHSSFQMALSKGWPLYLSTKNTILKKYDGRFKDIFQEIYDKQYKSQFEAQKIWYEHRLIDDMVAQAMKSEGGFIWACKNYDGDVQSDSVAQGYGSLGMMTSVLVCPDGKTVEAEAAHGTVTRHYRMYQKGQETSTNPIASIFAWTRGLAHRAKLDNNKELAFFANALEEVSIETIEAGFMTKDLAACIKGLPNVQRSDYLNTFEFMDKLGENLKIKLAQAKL
#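 IDH1-R132H (0.5 ug/mL dispensed) in pH 7.5 Tris buffer was preincubated 30 min with compound, then given a substrate mix of 0.016 mM NADPH and 2 mM alpha-KG for 80 min at room temperature; remaining NADPH was read by diaphorase/resazurin fluorescence.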
# rTrxR1 inhibitor – rat TrxR1 inhibition; 390,000 compounds, 1% hits; AID 588453; O89049; recombinant rTrxR1, NADPH fluorescence consumption, selenite substrate; Potency, µM (doses to about 114 µM), without a hit: at the highest dose activity change, negative = inhibition, most hits filed as inhibitors; note: potency is the fitted concentration of half-maximal effect; % is set by controls: 0 for no effect and ±100 for the full control effect; nearly all actives have a fitted effect of over 65% in size
# Target sequence (O89049 whole entry, looked up): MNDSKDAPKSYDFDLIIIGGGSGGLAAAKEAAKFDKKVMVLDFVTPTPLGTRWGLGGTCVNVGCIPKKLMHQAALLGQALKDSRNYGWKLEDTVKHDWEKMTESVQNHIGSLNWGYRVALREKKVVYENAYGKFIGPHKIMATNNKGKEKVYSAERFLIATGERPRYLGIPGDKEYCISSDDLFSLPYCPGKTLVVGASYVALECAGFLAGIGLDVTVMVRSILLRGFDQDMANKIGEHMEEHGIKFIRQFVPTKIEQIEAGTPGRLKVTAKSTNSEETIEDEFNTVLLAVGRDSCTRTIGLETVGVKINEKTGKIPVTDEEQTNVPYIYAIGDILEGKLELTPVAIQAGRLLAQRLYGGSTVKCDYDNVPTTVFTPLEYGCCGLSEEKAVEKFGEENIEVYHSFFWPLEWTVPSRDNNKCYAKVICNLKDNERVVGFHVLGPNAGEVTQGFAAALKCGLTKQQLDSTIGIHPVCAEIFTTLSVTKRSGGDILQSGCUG
#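 Rat TrxR1 (90 nM in the dispensed reagent) was pre-reduced with 400 uM NADPH for 5 min at room temperature, then incubated with compound for 15 min. After 400 uM selenite was added, NADPH fluorescence (Ex 340/Em 450 nm) was followed for 8 min.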
# Vif-A3G inh – blocks the Vif interaction with human APOBEC3G; Q9HC16; HeLa A3G-eYFP + Vif (tagged APOBEC3G with the HIV-1 protein that degrades it), YFP fluorescence, overnight; Potency, µM (highest dose often 46.1 µM), for the others: at the highest dose activity, negative = active, hits mostly inhibitors; 410,000 compounds, 0.076% hits; AID 602310;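 note: potency is the fitted concentration of half-maximal effect; % is set by controls: 0 for no effect and ±100 for the full control effect; nearly all actives have a fitted effect of over 60% in size; hits raise eYFP signal because A3G escapes Vif-driven loss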
#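 HeLa cells stably expressing Vif and C-terminally eYFP-tagged A3G, seeded overnight at 37 deg C, then exposed to compound by pintool overnight at 37 deg C. Rise in yellow fluorescence (Ex 488/Em 500-530, Acumen) marks blocked Vif-driven A3G degradation.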
# LDHA block – blocks human lactate dehydrogenase A; purified LDHA, NADH/diaphorase-resazurin fluorescence; active compounds read low; P00338; 480,000 compounds, 0.15% hits; activity change, % (values are at about 110 or 230 µM); in the data active = activity change below about -30%; inconclusive = mostly about -25% to -30%;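 note: plate controls were DMSO wells for no effect and wells without enzyme for full effect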
#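 Human LDH5 (2 nM) was incubated with 0.06 mM NADH and 0.2 mM pyruvate for 5 min at room temperature in Tris pH 7.4. Remaining NADH was coupled through diaphorase/resazurin, and resorufin fluorescence was read at 0 and 20 min.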
# USP1-UAF1 inh – inhibitors of human USP1/UAF1 deubiquitinase | O94782 | recombinant USP1/UAF1, Ub-Rhodamine cleavage fluorescence | Potency, µM (doses to about 57.1 µM), inactives show at the highest dose activity change, negative = inhibition, hits mostly inhibitors | 390,000 compounds, 0.23% hits; note: potency is the fitted concentration of half-maximal effect; % is set by controls: 0 for no effect and ±100 for the full control effect; nearly all actives have a fitted effect of over 60% in size; inactives centre near -12
#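 High-throughput fluorogenic screen: 1nM USP1/UAF1 complex, Ub-Rho substrate 150nM final, 50mM HEPES pH 7.8 with 0.5mM EDTA, 0.1 mg/ml BSA, 1mM TCEP and 0.01% Tween-20.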
# TrxR1 substrate – is turned over as a substrate by rat TrxR1; Potency, µM (titrated, usually from 114 µM), inactives show at the highest dose activity change, negative = substrate turnover; AID 588456; 390,000 compounds, 0.01% hits; O89049; purified TrxR1 substrate turnover, NADPH consumption readout; note: potency is the fitted concentration of half-maximal effect; % is set by controls: 0 for no effect and ±100 for the full control effect; nearly all actives have a fitted effect of over 50% in size
#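 Rat TrxR1, dispensed at 90 nM, was prereduced with 400 uM NADPH (final) for 5 min at ~22 deg C, then incubated with compound 15 min before 400 uM selenite. A first-read NADPH fluorescence drop versus no-compound background flagged substrates.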
# RGS4 inh – blocks human RGS4-accelerated GTP hydrolysis; Potency, µM (doses to about 114 µM), for the others: at the top dose activity change, negative = inhibition, hits mostly inhibitors; P49798; 390,000 compounds, 0.039% hits; Transcreener GDP fluorescence polarization, RGS4-accelerated GTP hydrolysis; note: potency is the fitted concentration of half-maximal effect; % is set by controls: 0 for no effect and ±100 for the full control effect; nearly all actives have a fitted effect of over 75% in size; some results filed as inactive show a strong effect at the top dose
#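 MLSMR compounds (23 nl, pin-transferred) preincubated 10 min at room temperature with a 500nM (2x) first reagent, then RGS4 at 900nM (2x) plus Transcreener GDP mix added; fluorescence polarization (620/688 nm) read before and after 90 min at 30 °C.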
# Glioma ERSR ind – induces the endoplasmic reticulum stress response in human glioma cells; U87-MG GRP78 promoter luciferase reporter, 16 h; Potency, µM, inactives show top-dose activation, hits mostly activators; 420,000 compounds, 0.02% hits; note: potency is the fitted concentration of half-maximal effect; series mostly up to about 76 µM; % of control where 0% means no effect; nearly all actives have a fitted effect of over 35% in size
#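 ERSR induction read as luciferase luminescence (Bright-Glo, 10 min at room temperature) in stably transfected human U87-MG glioma cells exposed to compounds for 16 h, using GRP78 as sensor.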
# Vif-APOBEC3F blk – blocks the Vif interaction with APOBEC3F | HeLa A3F-eYFP + Vif (tagged APOBEC3F with the HIV-1 protein that degrades it), YFP fluorescence increase | Potency, µM (doses to about 46.1 µM), for inactives: at the highest dose activity, negative = active | 390,000 compounds, 0.2% hits | AID 602313; note: potency is the fitted concentration of half-maximal effect; % of control where 0% means no effect; nearly all actives have a fitted effect of over 65% in size
#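 HeLa cells stably expressing A3F-eYFP plus Vif, plated and incubated overnight at 37 deg C, then exposed to compounds overnight at 37 deg C. Blocked degradation read as raised yellow fluorescence (Ex 488/Em 500-530).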
# Starred values were filed as active, the others as inactive; ? = inconclusive; / = no result given; & = joins results of further samples; [ ] = remark or other dose. Unless noted, calls come from the whole dose curve; as a rule, active = well fitted curve in the direction sought with a large enough effect; inconclusive = small, poorly fitted or top-dose-only effect, or another doubt; inactive = no such curve, though single readings can be large; an effect the other way counts as inactive or inconclusive. The list is partial, so the mix of outcomes need not match the whole.
SMILES,IDH1 R132H inh,rTrxR1 inhibitor,Vif-A3G inh,LDHA block,USP1-UAF1 inh,TrxR1 substrate,RGS4 inh,Glioma ERSR ind,Vif-APOBEC3F blk
Cc1ccc2sc(N3CCN(C(=O)CCS(=O)(=O)c4ccc(Cl)cc4)CC3)nc2c1C,-4%,12%[57.1 µM],1%,-5,-17%,-3%[57.1 µM],20%,3%,1%
O=C(Nc1ccc(-c2csnn2)cc1)C1CC1,10%,13%[57.1 µM],-10%,-2,-26%,7%[57.1 µM],2%,8%,8%
Cc1c(Cl)c(C(=O)NNC(=S)NCc2ccco2)nn1C,4%,0%,3%,-4,-3%,0%,34%,-3%,/
Cc1ccc(NS(=O)(=O)c2cnc(N)nc2)c(C)c1,-8%,20%[57.1 µM],-5%,2&-4,-15%,3%[57.1 µM],9%,-2%,7%
O=C(c1ccc(OC2CCN(CCc3ccccc3)CC2)cc1)N1CCCCC1CCCO (stereo not drawn),-2%,-8%,5%,-13,-18%,0%,11%,-3%,2%
CN(C)C(=O)CSc1nc(-c2ccccc2)nc2c1CCCC2,2%,-2%[11.4 µM],1%,-4,-1%,-6%[11.4 µM],-6%,-9%,5%
CC1CCCCN1CCNC(=O)C1CCN(S(=O)(=O)c2cccc3nsnc23)CC1 (stereo not drawn),6%,20%,3%,2,-24%,9%,-11%,-2%,0%
O=C(c1ccc2nc3ccccc3c(=O)n2c1)N1CCN(Cc2ccc3c(c2)OCO3)CC1,0%,12%,-1%,2,4%,167%[activator],14%,1%,0%
COc1ccc(C(CNC(=O)CN(C)S(=O)(=O)c2ccc(C)cc2)N2CCCC2)cc1 (stereo not drawn),5%,7%[57.1 µM],-7%,-7,-17%,-1%[57.1 µM],-5%,-1%,6%
O=C(Nc1ccc(S(=O)(=O)NC2=NCCCCC2)cc1)c1ccc2ccccc2n1,-4%,0%[57.1 µM],4%,-2,-18%,3%[57.1 µM],-2%,6%,-11%
CCCNS(=O)(=O)c1cccn1-c1ncc(C(F)(F)F)cc1Cl,6%,19%,1%,-3,-17%,6%,-23%,-4%,7%
CC(C)N(Cc1nc(-c2ccc(Cl)cc2)no1)C(=O)c1ccco1,6%,32%,3%,2,-32%,1%,-20%,0%,3%
CCOc1ccc(/C=C2/Sc3ccc(C(=O)NCC4CCCO4)cc3N(C)C2=O)cc1OC (stereo not drawn),-5%,-10%[57.1 µM],1%,0,-13%,2%[57.1 µM],-44%[56.9 µM],-2%,-1%
COc1cc(/C=N/NC(=O)c2cccc(C(=O)N/N=C/c3ccc(O)c(OC)c3)n2)ccc1O,6%,25%[57.1 µM],1%,-4,-5%,3%,-6%,-3%,14%
Cc1cc(C=O)c(C)n1-c1cccc(C(=O)O)c1,-6%,-16%[57.1 µM],1%,0,-8%,-8%[57.1 µM],-10%,-3%,-7%
Cc1ccnc(NS(=O)(=O)c2ccc(NC(=O)C3COc4ccccc4O3)cc2)n1 (stereo not drawn),5%,24%,0%,-3,-20%,-4%,?,-4%,6%
Nn1c(Nc2ccc(Cl)cc2)nncc1=O,3%,-1%,2%,-4,-17%,-2%,-11%,-1%,4%
CN1CCN(S(=O)(=O)c2ccc(NC(=O)c3ccccc3F)cc2)CC1,3%,28%,1%,-7,-20%,2%,1%,-1%,-1%
COc1cc(C(C)=O)ccc1COc1ccc(C(=O)OC(C)C(=O)NC(N)=O)cc1OC (stereo not drawn),9%,-6%,-6%,-2,-22%,-10%,-16%,-2%,?
Cc1cccc(CCN2C(N(C)C)=NC[C@@H]2Cc2ccccc2)c1,1%,26%,3%,-5,11%,4%,2%,-5%,-3%
COc1ccccc1N1CCN(CC(=O)Nc2nccs2)CC1,1%,17%[57.1 µM],1%,2,-2%,9%[57.1 µM],6%,-6%,3%
Cn1cc(-c2cc3n(n2)CCC(=O)N3CC(=O)NCc2ccc(Cl)cc2)c2ccccc21,-2%,33%[57.1 µM],-3%,-5,-16%,2%[57.1 µM],-16%,-4%,1%
O=C(CN1C(=O)NC2(CCCC2)C1=O)N1CCN(S(=O)(=O)c2cc(Cl)ccc2Cl)CC1,-3%,21%,3%,-9,-18%,5%,22%,-5%,9%
Cc1nc(C(=O)NC2CCOCC2)sc1C1(C)CC(c2cccc([N+](=O)[O-])c2)=NO1 (stereo not drawn),-7%,5%,0%,0,-8%,2%,15%,-3%,4%
Cc1ccc(N2C(=O)CSC2c2cccnc2)cc1F (stereo not drawn),4%,16%,-1%,-1,-16%,6%,13%,-5%,0%
O=C(c1cccc(N2C(=O)C3C4C=CC(C4)C3C2=O)c1)N1CCCCCC1 (stereo not drawn),2%,2%,-1%,3,4%,-1%,-16%,-4%,5%
O=C(Cc1cccc2ccccc12)Nc1ccc2oc(-c3ccccc3)nc2c1,2%,40%[activator],-7%,-1,-17%,43%[activator],-15%[56.9 µM],-1%,4%
C/C=N/NC(=O)c1cc(Br)ccc1O,3%,-1%,5%,0,-9%,17%,2%,4%,?
Cc1cc(Cl)ccc1NS(=O)(=O)c1c(C(=O)N2CCCCCC2)c(C)n(C)c1C,-6%,20%[57.1 µM],3%,-9,-19%,3%[57.1 µM],2%,-3%,1%
Cc1ccc(NC(=O)CSc2ncc(S(=O)(=O)c3ccccc3)c(=O)[nH]2)cc1C,-8%,5%,0%,-6,-19%,-2%,-11%,-1%,-19%
S=C(NCc1ccco1)Nc1ccc2c(c1)OCCO2,3%,12%[57.1 µM],-1%,-2,-11%,3%[57.1 µM],?,2%,-13%
COc1ccc(CCNC(=O)Cn2nnc(-c3ccc(OC)c(OC)c3)n2)cc1OC,3%,19%[57.1 µM],-3%,-8,-15%,1%[57.1 µM],2%,-2%,0%
COc1ccc(NC(=O)CC2Nc3cccc4cccc(c34)NC2=O)cc1 (stereo not drawn),18%&11%,11%&-8%,-1%&-17%,11&23,-23%&5%,2%&1%,-29%&-23%,-5%&-1%,-2%&1%
CCSc1nnc2c(n1)OC(c1ccc(OC)c(OC)c1)N(C(C)=O)c1ccccc1-2 (stereo not drawn),-20%,-3%,-4%,-3,-19%,-2%,-10%,-1%,-1%
Cc1ccc(C(=O)N2CCC(C)CC2)cc1NC(=O)c1nsc2ccccc12,-13%,1%[57.1 µM],-3%,1,-18%,-7%[57.1 µM],-15%,-3%,0%
Cc1ccc(N(CC(=O)NCc2ccc(F)cc2)C(=O)CCC(=O)Nc2ccccn2)cc1C,3%,11%[57.1 µM],-3%,-5,-10%,2%[57.1 µM],?,-7%,-27%
CCOC(=O)c1cc(-c2ccccc2)n(Cc2cc(CC)no2)n1,23%,19%[57.1 µM],-2%,-6,-8%,11%[57.1 µM],-23%,-2%,5%
CN(C)c1ccc(Nc2nc(N)c3ccccc3n2)cc1,-6%,3%,-1%,-6,-7%,-4%,-39%,-15%,22%
COc1ccc(N2CC(C(=O)N3CCCC(C)C3)CC2=O)cc1 (stereo not drawn),7%,9%,-1%,-1,-15%,2%,-9%,-5%,2%
COc1ccc(NS(=O)(=O)c2cccc(C(=O)N3CCN(Cc4cc(OC)ccc4OC)CC3)c2)cc1,10%,1%,1%,-5,-18%,-8%,17%,-6%,2%
O=[N+]([O-])c1cccc(C(=S)N2CCN(c3ccc(F)cc3)CC2)c1,-9%,14%,-5%,-8,-14%,1%,-9%,-2%,4%
Cc1ccc(CNC(=O)C2CCCN2S(=O)(=O)c2ccc(F)cc2)cc1 (stereo not drawn),24%,15%[57.1 µM],5%,-13,-23%,8%[57.1 µM],8%,-1%,-2%
O=C(Nc1ccccn1)c1cc(-n2cnnc2)ccc1Cl,-2%,17%[57.1 µM],0%,-4,-8%,9%[57.1 µM],16%,-5%,8%
CC(=O)c1ccc(C(=O)N(CCN(C)C)c2nc3c(Cl)cccc3s2)cc1,-6%,0%,0%,-3,-1%,-4%,1%,-3%,0%
C=C1CC2(CC(c3ccccc3)OC(c3ccccc3)C2)OC1=O (stereo not drawn),58µM*,-34%,-18%,-3,-23%,-8%,-29%,-14%,6%
c1ccc(-c2cnc(CSc3nnc4ccccn34)o2)cc1,23%,?,-6%,-2,-20%,16%,1%,-4%,-1%
COc1cc(C(=O)Nc2cc(-c3nc4cc(C)ccc4o3)ccc2C)cc(OC)c1OC,0%,-3%,0%,-7,2%,17%,0%,-7%,/
COc1ccc(Oc2cc(NN3CCCCC3)c([N+](=O)[O-])cc2[N+](=O)[O-])cc1OC,4%,14%,0%,0,?,-3%,3%,-7%,-7%
O=[N+]([O-])c1ccc(-c2cn3ccccc3n2)cc1,-1%,15%,1%,3,-12%,-4%,0%,-1%,3%
COc1ccc(NC(=S)NCc2ccc(S(N)(=O)=O)cc2)c(OC)c1,0%,?,-1%,-8,0%,-2%,-30%,0%,4%
O=C(Cc1c[nH]c2ccccc12)Nc1ccc(N2CCOCC2)cc1,18%,38%[activator][57.1 µM],-5%,11,1%,11%[57.1 µM],-26%,4%,2%

# Compound activity from PubChem.
